Screens from PubChem.
D2 antag: antagonists of human D2 dopamine receptor | P14416 | HEK293 TREx D2 cells, calcium flux, dopamine EC80 | inhibition, % at 10 µM | 2% of 340,000 active; in the data active means inhibition above about 30%; further: 0% is about no effect
Target sequence (P14416 whole entry, looked up): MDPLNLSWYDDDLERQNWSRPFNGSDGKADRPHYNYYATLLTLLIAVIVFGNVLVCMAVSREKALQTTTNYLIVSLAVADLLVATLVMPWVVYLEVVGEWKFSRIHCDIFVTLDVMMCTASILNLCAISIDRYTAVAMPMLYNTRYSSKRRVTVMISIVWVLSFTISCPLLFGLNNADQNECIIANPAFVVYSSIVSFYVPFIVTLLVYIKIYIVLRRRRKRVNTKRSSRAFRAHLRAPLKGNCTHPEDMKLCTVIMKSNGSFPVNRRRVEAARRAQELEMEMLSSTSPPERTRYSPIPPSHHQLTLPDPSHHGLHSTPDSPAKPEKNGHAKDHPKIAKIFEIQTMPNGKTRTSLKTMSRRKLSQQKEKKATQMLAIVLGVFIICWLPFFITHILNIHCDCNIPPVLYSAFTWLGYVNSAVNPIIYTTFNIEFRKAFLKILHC
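Dopamine at EC80 is the agonist stimulus; test compounds precede it by 180 s. Calcium flux read kinetically in a force-coupled, inducible HEK293 T-REx D2 cell line.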
LDHA inh: blocks human lactate dehydrogenase A | P00338 | purified LDHA, NADH/diaphorase-resazurin fluorescence; stronger effect = lower value | activity change, % (values are at about 110 or 230 µM) | 0.15% of 480,000 active | AID 1347041; in the data active means activity change below about -30%; inconclusive means mostly about -25% to -30%;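 further: plate controls were DMSO wells for no effect and wells without enzyme for full effect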
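Human LDH5 at 2 nM final in Tris HCl pH 7.4 with 0.06 mM NADH and 0.2 mM pyruvate, reacted 5 minutes at room temperature. Remaining NADH coupled via diaphorase/resazurin; resorufin fluorescence read at 0 and 20 minutes, normalized to enzyme-free and DMSO wells.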
D2 ag: agonists of human D2 dopamine receptor; HEK293 T-REx D2 cells, calcium flux agonist mode; activation, % at 2 µM; 0.53% of 340,000 active; AID 485358;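 active means activation over 3 SD above normal in the single-dose calcium agonist read, cut at about 30% in these data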; further: 0% is about no effect
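Agonism scored from kinetic calcium signal (1 read/sec, 180 s) following compound pin transfer, after a 10 s baseline. Cells: HEK293 Trex line expressing inducible D2 receptor coupled to calcium, dye-loaded after overnight culture at 30 C.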
GRP78 ERSR act: inducers of ER stress response in human glioma cells; U87-MG GRP78 promoter luciferase reporter, 16 h; Potency, µM, without a hit: at the highest dose activation, actives largely listed as activators; 0.02% of 420,000 active; further: potency means the concentration at half of the fitted maximal effect; series mostly up to about 76 µM; % of control where 0% means no effect; nearly all actives have a fitted effect of over 35% in size
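Stably transfected U87-MG glioma cells carrying a GRP78-based luciferase sensor; 16 h compound incubation. Luminescence end-point read 10 min after Bright-Glo addition at room temperature.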
ERG Ets-DNA blk: inhibitors of human ERG Ets domain-DNA interaction. fluorescence polarization, His-ERG Ets domain / labelled DNA. Potency, µM (top dose mostly 76.9 µM), without a hit: top-dose FP activity, negative = inhibition, hits mostly inhibitors. 0.028% of 370,000 active; active means well fitted inhibition curve with a large enough effect in the polarisation, with a control signal flat; inconclusive means small, poorly fitted or top-dose-only effect, or effect the other way, or a change in a side signal; inactive means no such curve, though single readings can be large or run the other way; the % refers to the polarisation;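 further: polarization taken with two DNA probes labelled with fluorescein and Texas red; potency means the concentration at half of the fitted maximal effect; % of control where 0% means no effect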
Target sequence (P11308 whole entry, looked up, the tested form may be a part): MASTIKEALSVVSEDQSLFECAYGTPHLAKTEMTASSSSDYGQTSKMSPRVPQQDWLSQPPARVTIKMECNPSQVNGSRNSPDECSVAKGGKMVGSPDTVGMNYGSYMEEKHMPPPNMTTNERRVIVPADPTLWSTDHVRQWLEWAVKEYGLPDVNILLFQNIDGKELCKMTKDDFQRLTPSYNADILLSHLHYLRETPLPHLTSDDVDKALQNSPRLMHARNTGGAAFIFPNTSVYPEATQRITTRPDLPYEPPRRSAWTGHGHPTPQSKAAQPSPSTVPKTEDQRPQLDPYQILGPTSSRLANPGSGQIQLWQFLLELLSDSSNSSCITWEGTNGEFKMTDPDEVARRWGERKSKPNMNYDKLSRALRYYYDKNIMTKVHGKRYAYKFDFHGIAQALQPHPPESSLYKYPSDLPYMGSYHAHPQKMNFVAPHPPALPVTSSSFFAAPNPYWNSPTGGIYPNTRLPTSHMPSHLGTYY
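His-tagged ERG Ets domain (1 uM in the protein solution; 300mM KCl, 50mM Tris-HCl, 1mM EDTA, 1mM DTT, pH 7.5) received compound, then a probe mix of 5 nM fluorescein-DNA and 100nM Texas-615-DNA. Fluorescence polarization was read for both dyes.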
12-LOX inh: blocks human arachidonate 12S-lipoxygenase; P18054; purified 12hLO, xylenol orange hydroperoxide absorbance; Potency, µM (highest dose often 108 µM), without a hit: at the top dose activity change, negative = inhibition, hits mostly inhibitors; 1.1% of 580,000 active; AID 1671190; further: potency means the concentration at half of the fitted maximal effect; on the % scale 0 is the no-effect control and ±100 the full control effect
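Hydroperoxide product was detected by ferrous iron/xylenol orange as the 573 to 405 nm absorbance ratio. Arachidonic acid at 40 uM (final) was turned over for 30 min at room temperature by 150 nM human 12hLO, pH 7.0 Hepes buffer, after 15 min compound preincubation.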
Vif-A3G inh: inhibitors of Vif-APOBEC3G interaction | Q9HC16 | HeLa A3G-eYFP + Vif (tagged APOBEC3G with the HIV-1 protein that degrades it), YFP fluorescence, overnight | Potency, µM (highest dose often 46.1 µM), for the others: at the highest dose activity, negative = active, most hits filed as inhibitors | 0.076% of 410,000 active;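 further: potency means the concentration at half of the fitted maximal effect; on the % scale 0 is the no-effect control and ±100 the full control effect; nearly all actives have a fitted effect of over 60% in size; hits raise eYFP signal because A3G escapes Vif-driven loss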
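Read-out is eYFP fluorescence (Ex 488/Em 500-530) from Vif-expressing HeLa A3G-eYFP cells; more signal means A3G escaped Vif-mediated degradation. Cells plated overnight, compound pinned in, incubated overnight at 37 deg C.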
RGS4 inhibitor: blocks human RGS4-accelerated GTP hydrolysis. Transcreener GDP fluorescence polarization, RGS4-accelerated GTP hydrolysis. Potency, µM (top dose mostly 114 µM), without a hit: at the top dose activity change, negative = inhibition, usual class: inhibitors. 0.039% of 390,000 active; further: potency means the concentration at half of the fitted maximal effect; on the % scale 0 is the no-effect control and ±100 the full control effect; nearly all actives have a fitted effect of over 75% in size; some results filed as inactive show a strong effect at the top dose
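MLSMR compounds (23 nl, pin-transferred) preincubated 10 min at room temperature with a 500nM (2x) first reagent, then RGS4 at 900nM (2x) plus Transcreener GDP mix added; fluorescence polarization (620/688 nm) read before and after 90 min at 30 °C.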
Vif-A3F inh: inhibitors of Vif-A3F interaction; HeLa A3F-eYFP + Vif (tagged APOBEC3F with the HIV-1 protein that degrades it), YFP fluorescence increase; Potency, µM (highest dose often 46.1 µM), inactives show at the highest dose activity, negative = active; 0.2% of 390,000 active; AID 602313; further: potency means the concentration at half of the fitted maximal effect; % of control where 0% means no effect; nearly all actives have a fitted effect of over 65% in size
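HeLa cells stably expressing A3F-eYFP plus Vif, plated and incubated overnight at 37 deg C, then exposed to compounds overnight at 37 deg C. Blocked degradation read as raised yellow fluorescence (Ex 488/Em 500-530).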
* = called active by the depositor; i = inactive; ? = inconclusive; · = no result given; & = joins results of further samples; [ ] = dose if it differs, or a comment. Unless noted, the call rests on the fitted dose curve; in most records, active means well fitted curve in the direction sought with a large enough effect; inconclusive means small, poorly fitted or top-dose-only effect, or another doubt; inactive means no such curve, though single readings can be large; an effect the other way counts as inactive or inconclusive. An excerpt; count on the stated rates, not on these rows.

compound	D2 antag	LDHA inh	D2 ag	GRP78 ERSR act	ERG Ets-DNA blk	12-LOX inh	Vif-A3G inh	RGS4 inhibitor	Vif-A3F inh
CCN(CC)CCn1c(=S)[nH]c2ccccc2c1=O	7	-2	1.8	-4%	-14%	-12%	1%	-4%	-14%
Cc1ccccc1-n1c(SCc2c(C)noc2C)nnc1-c1ccncc1	-4	0	-0.1	-1%	-2%	0%	2%	27%	-7%
Cc1ccc(-c2cc(C(=O)Nc3ccc(SC(F)F)cc3)no2)cc1F	·	-8	-1.2	-1%	2%	-12%	4%	23%	0%
CCOC(=O)C1CCN(C(=O)c2cc(S(=O)(=O)N3CCCCCC3)ccc2OC)CC1	38*	-4	-0.6	-2%	-9%	-4%	0%	-35%	-11%
Cc1ccc(C2=NN(CC(=O)NCCc3ccccc3)C(=O)CC2)cc1	·	-5	·	-2%	4%	-29%	3%	10%	-9%
CC(C)C1Oc2ccccc2C(=O)N(CC(=O)c2ccc3c(c2)OCCO3)C1=O (centres undefined)	-2	-9	0.3	5%	1%	-4%	0%	-22%	-3%
COc1ccc(/C=C(/NC(=O)c2ccccc2)C(=O)Nc2cccc(C(=O)O)c2)cc1	10	-4	1.2	-2%	0%	-16%	3%	13%	3%
NC(Cc1ccc(F)cc1)c1csc(Nc2ccc(S(N)(=O)=O)cc2)n1 (centres undefined)	·	-1	·	-3%	·	1%	1%	·	·
COc1ccc(CCNC(=O)Oc2ccccc2)cc1OC	8	0	-0.5	15%	-11%	-19%	-4%	-33%	1%
O=C(CSc1nn(-c2ccc(F)cc2)c(=S)s1)NCC1CCCO1 (centres undefined)	15	-1	-0.4	-1%	-1%	11%	-8%	-31%[56.9 µM]	3%
O=C(NCC(c1cccs1)N1CCOCC1)c1ccccc1NS(=O)(=O)c1ccc(Cl)c([N+](=O)[O-])c1 (centres undefined)	-9	0	-0.1	-5%	3%	-21%	-23%	-24%	2%
Cc1nc2sc(C#N)c(N)c2c2c1CCCC2	9	-1	0.4	5%	-1%	4%	2%	-28%	·
C/C(=N\NC(=O)CN1CCN(S(=O)(=O)c2ccc(C)cc2)CC1)c1ccncc1	-1	-6	-0.3	-3%	7%	14%	-4%	3%	-6%
CCOC(=O)C(C)Oc1ccc(NC(=O)C(Cl)(Cl)Cl)cc1 (centres undefined)	6	-12	-1.1	-1%	-6%	i	1%	4%	15%
Cc1ccc(OCCn2c(C)nc3ccccc32)cc1	8	1	-2.5	1%	-3%	44%[activator]	-2%	2%	-1%
Cc1cc(C)c(C)c(OCC(=O)O/N=C(\N)c2cccnc2)c1	19	-3	0.3	-1%	17%	27%	0%	7%	5%
O=C(NCCc1ccccc1)c1c(F)c(F)c(F)c(F)c1F	1	-1	-0.3	4%	-1%	-25%	-5%	-5%	-2%
COc1cc(C2c3c(n[nH]c3C)C(=O)N2c2ccc(Br)cc2)ccc1O (centres undefined)	-2	3&-9	0.0	-5%	-2%	?	-10%	-36%	·
CCOc1ccc(C(=O)Nc2ncccc2Cl)cc1	-11	-2	0.2	8%	-1%	1%	-3%	-11%	-2%
CCCCn1c(NCc2cc(Cl)ccc2O)nc2ccccc21	·	-1	-0.7	-5%	0%	0%	-2%	2%	-7%
CCc1ccccc1OCCOc1ccc(C)cc1OC	1	-1	0.0	-1%	-5%	12%	-8%	-70%[11.4 µM]	-8%
O=C(C/C(=N/O)c1ccccc1O)C(F)F	-7	7	0.6	5%	-6%	?	3%	17%	-1%
CC(C)CCN1CCN(Cc2cc3ccccc3[nH]2)CC1CCO (centres undefined)	-3	-8	0.5	-1%	0%	46%[activator]	-1%	15%	4%
COc1ccc(NC(=O)CC2C(=O)NCCN2C(=O)c2ccc(Cl)cc2)cc1 (centres undefined)	6	-2	0.1	-3%	0%	0%	-5%	-1%	6%
COC(=O)/C=C1\SC(N)=NC1=O	19	-9	0.1	-2%	8%	0%	-2%	-13%	1%
COc1cccc(CNC(=O)Cn2c(C)c3cnn(-c4ccccc4)c(=O)c3c2C)c1	·	-14	-0.4	-2%	2%	-24%	9%	-2%	0%
CCN(CC)c1ccc(C(=O)Nc2ccccc2)cc1[N+](=O)[O-]	-1	0	-0.7	1%	14%	-38%	-4%	-12%	-8%
CC(Sc1nnc(-c2ccco2)o1)C(=O)NCCC1=CCCCC1 (centres undefined)	15	1	-1.9	-3%	5%	13%	0%	-29%	9%
Cc1ccccc1-c1nc(SCC(=O)NCc2ccc(F)cc2)c2c(=O)n(C)c(=O)n(C)c2n1	·	-1	-0.3	·	6%	?	·	44%	·
Cc1ccc(S(=O)(=O)n2cnc3ccccc32)cc1	-18	-6&-10	0.5	-2%	-9%	-37%&9%	-6%	14%	-15%
N#Cc1ccccc1OCC(=O)Nc1c(C(=O)C2CC2)oc2ccccc12	11	0	-1.0	-9%	3%	0%	-6%	6%	4%
C=CCn1c(SCC(=O)N2c3ccccc3Sc3ccccc32)nnc1-c1ccco1	-9	-3	-0.7	1%	-2%	22µM*	-3%	-25%	7%
C=CCN(CC=C)C(=S)NC(=O)/C=C/c1ccc(C)cc1	-13	-4	-2.3	-5%	-9%	-20%	-4%	-1%	4%
COc1cccc(/C=C2\NC(=O)NC2=O)c1O	7	2	0.2	4%	-1%	0%	-5%	-1%	-13%
CCO[C@@H]1OC(C(=O)NCc2nc3ccccc3[nH]2)=C[C@H](c2coc3ccccc3c2=O)[C@H]1CCCO	·	1	·	-4%	13%	-5%	-3%	-4%	3%
O=C(NNC(=O)C1CCN(S(=O)(=O)c2ccc(Cl)cc2)CC1)c1ccccc1O	-8	7	-0.9	-4%	-7%	?	-3%	8%	-6%
COc1cccc(N2CCN(S(=O)(=O)c3cc(Br)cc4c3N(C(=O)C3CC3)CC4)CC2)c1	·	-12	·	-2%	13%	-20%	5%	-9%	-1%
Cc1cccc(OCCn2c(-c3ccco3)nc3ccccc32)c1	16	-2	1.1	10%	-2%	?	1%	-53%	0%
CCOc1cc(/C=N\Nc2ccc([N+](=O)[O-])cc2)ccc1OCC(=O)Nc1ccc(C)c(C)c1	·	-3	·	-5%	-5%	?	?	-16%	·
c1ccc(Cc2nnc3sc(-c4ccc5c(c4)OCO5)nn23)cc1	·	-7	·	2%	-6%	-26%	1%	-23%	-3%
O=C(Nc1ccc(NC(=O)C2CCCCC2)nc1)c1ccco1	-26	-3	0.8	-1%	-4%	47%[activator]	-1%	-5%	3%
CC(C)Oc1nc(-c2ccc(Cl)cc2)nc2ccccc12	-14	-10	0.4	0%	1%	0%	0%	18%	12%
O=C(O)C1CCN(c2nc(-c3ccccc3)c3cc(Br)ccc3n2)CC1	-6	-4	-0.2	1%	-18%	-20%	-4%	-13%	10%
CCN(CC)c1ccc(/C=C2\C(=N)N3N=C(CC(=O)N4CCOCC4)SC3=NC2=O)cc1	8	-1	33*	-3%	54%[activator]	14%	?	19%	i
O=C(CCS(=O)(=O)c1ccccc1)NNC(=O)CSc1ccccc1F	·	0	·	-1%	7%	18%	9%	8%	-8%
Cc1cnc(NC(=O)C2CC(=O)N(c3cccc(Cl)c3)C2)s1 (centres undefined)	·	0	·	2%	7%	0%	5%	13%	?
CCOC(=O)C1=C(c2ccccc2)NC(=O)NC1c1ccsc1 (centres undefined)	-15	-3	-0.1	-2%	-1%	-4%	-8%	-7%	1%
Nc1ccc(C(=O)N2CCN(S(=O)(=O)c3ccc4c(c3)OCCCO4)CC2)cc1[N+](=O)[O-]	·	-1	·	-2%	1%	-9%	6%	9%	0%
CN(Cc1ccccc1)C(C(=O)NC1CCCCC1)c1ccc(Cl)cc1 (centres undefined)	·	4	-0.4	-3%	-18%	-17%	-3%	-5%	4%
CC1(C(=O)NCc2ccc(Cl)cc2)CCN1C(=O)Cc1cccs1 (centres undefined)	·	-12	·	-2%	·	6%	-3%	·	·
Cc1cc2occ(CC(=O)N(C)CC(=O)Nc3ccccc3C(F)(F)F)c2cc1C	-5	-14	-0.4	-6%	-2%	2%	-1%	-2%	1%
CCCOc1ccc(C2c3c(-c4c(C)cc(C)cc4O)n[nH]c3C(=O)N2CCO)cc1 (centres undefined)	·	-3	0.6	·	5%	-9%	·	10%	·
COc1cc2nc(CN(C)Cc3ccc(Cl)cc3)[nH]c(=O)c2cc1OC	-23	-3	-0.5	-5%	6%	-9%	-1%	-15%	5%
CCNC(=O)CN1c2cccc3cccc(c23)S1(=O)=O	-4	4	-0.9	-6%	-7%	12%	-1%	-6%	3%
CCNC(=O)CN1C(=O)NC(Cc2ccccc2)(Cc2ccccc2)C1=O	-10	-10	20	-2%	-5%	-10%	0%	20%	-1%
CCOC(=O)c1ccc[n+]([O-])c1	·	-6	·	-2%	3%	-2%	-2%	-1%	0%
